From PubChem BioAssay
VLA-4 inh: inhibition in a human VLA-4 binding assay; P13612; hit rate 0.2% among 330,000; AID 2557; VLA-4 expressing cells, ligand binding flow cytometry; inhibition, % (about 7 µM as worked out from the volumes in the protocol); in the data active = inhibition above about 50%
GRK2 inh: blocks RNA aptamer binding to human GRK2; bead flow cytometry, FAM-aptamer displacement from GRK2; AID 488847; hit rate 0.59% among 330,000; inhibition of aptamer binding, % at 10 µM;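 active = inhibition of aptamer binding above 40%, roughly 3 SD of noise, on plates passing a quality check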;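 also: median bead fluorescence of bound FAM aptamer so fluorescent compounds give negative values; no value below 0 was filed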
Target sequence (P25098 whole entry, looked up): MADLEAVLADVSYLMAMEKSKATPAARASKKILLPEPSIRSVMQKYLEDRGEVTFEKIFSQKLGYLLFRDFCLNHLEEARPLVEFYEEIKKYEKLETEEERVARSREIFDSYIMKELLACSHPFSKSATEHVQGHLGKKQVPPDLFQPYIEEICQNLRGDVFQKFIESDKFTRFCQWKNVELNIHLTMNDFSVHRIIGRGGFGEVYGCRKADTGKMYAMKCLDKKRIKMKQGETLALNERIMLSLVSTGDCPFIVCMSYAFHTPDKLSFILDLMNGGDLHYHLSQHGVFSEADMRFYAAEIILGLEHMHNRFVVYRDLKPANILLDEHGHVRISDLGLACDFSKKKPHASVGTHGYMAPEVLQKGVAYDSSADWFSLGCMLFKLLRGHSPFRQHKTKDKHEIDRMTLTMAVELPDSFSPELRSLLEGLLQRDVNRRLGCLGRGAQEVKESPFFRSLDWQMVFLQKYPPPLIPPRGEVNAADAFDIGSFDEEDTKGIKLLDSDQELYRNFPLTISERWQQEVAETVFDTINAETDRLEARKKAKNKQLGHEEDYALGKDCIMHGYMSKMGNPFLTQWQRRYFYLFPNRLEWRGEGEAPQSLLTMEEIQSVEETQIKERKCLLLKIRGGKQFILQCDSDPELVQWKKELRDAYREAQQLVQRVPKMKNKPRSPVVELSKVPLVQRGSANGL
MEP2 TOR yeast: alters MEP2-GFP fluorescence in TOR pathway yeast screen; hit rate 0.51% among 330,000; GFP response vs DMSO, % at 10 µM; S. cerevisiae MEP2-GFP strain, flow cytometry GFP, 3 h; 100% = DMSO control level;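 active = GFP response versus DMSO above a set limit, roughly screen mean plus 3 SD, cut at about 180% in these data; inconclusive = fewer than 70 cells counted for a yeast strain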;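 also: median GFP fluorescence of the barcode-gated MEP2-GFP cells per well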
CR mimetic SO: lowers age-related superoxide in aged yeast cells | S. cerevisiae aged cells, superoxide DHE fluorescence; hits give low values | superoxide response (% of plate mean), % at 10 µM | hit rate 0.18% among 330,000 | AID 2690;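 active = superoxide response under a set limit, about three screen SD below normal, cut at about 65% in these data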;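 also: yeast aged for seven days with compound at 30 °C before DHE staining; 100% = average MFI of all compound-treated wells on the plate with controls excluded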
AGP1-GFP MLPCN: alters AGP1-GFP fluorescence in TOR pathway yeast screen. GFP response vs DMSO, % at 10 µM. hit rate 0.02% among 320,000. S. cerevisiae AGP1-GFP multiplex flow cytometry, 3 h; GFP as percent of DMSO wells;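 active = GFP response relative to DMSO above a set limit, near screen average plus 3 SD, cut at about 150% in these data; inconclusive = fewer than 70 cells counted for the yeast strain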;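 also: median GFP channel fluorescence of the gated AGP1 strain per well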
LAP4-GFP MLPCN: yeast TOR pathway LAP4-GFP modulation; S. cerevisiae LAP4-GFP multiplex, flow cytometry GFP, 3 h; median GFP as percent of DMSO wells; GFP response vs DMSO, % at 10 µM; hit rate 0.34% among 320,000; AID 2023;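 active = GFP response vs DMSO above a set limit, about the screen mean plus 3 SD, cut at about 150% in these data; inconclusive = under 70 cell events counted for the yeast strain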
RPL19A-GFP yeast: alters RPL19A-GFP fluorescence in TOR pathway yeast screen; hit rate 0.3% among 330,000; S. cerevisiae RPL19A-GFP strain, flow cytometry, 3 h; hits give low values; percent response vs DMSO, % at 10 µM;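 active = percent response vs DMSO below 50%; inconclusive = fewer than 70 events counted for the yeast strain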;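 also: median channel GFP fluorescence of the barcoded RPL19A-GFP strain; ratio of sample median GFP to plate DMSO average so 100% = DMSO; lower means less RPL19A-GFP as with rapamycin TOR inhibition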
CIT2 TOR yeast: modulators of TOR pathway CIT2-GFP in S. cerevisiae. S. cerevisiae CIT2-GFP strain, flow cytometry, 3 h; 100 means same as DMSO wells. GFP response vs DMSO, % at 10 µM. hit rate 0.065% among 320,000;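 active = GFP response relative to DMSO above a set limit, near the screen mean plus 3 SD, cut at about 150% in these data; inconclusive = Fewer than 70 cells measured for a yeast strain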;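 also: ratio of well median GFP fluorescence to mean of DMSO wells on the plate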
The depositor's hits bear a star; ? = inconclusive; nt = not tested or not shown; [ ] = remark or other dose. Outcome played no part in choosing rows, and some 1.7% of all compounds hit somewhere here.

SMILES | VLA-4 inh | GRK2 inh | MEP2 TOR yeast | CR mimetic SO | AGP1-GFP MLPCN | LAP4-GFP MLPCN | RPL19A-GFP yeast | CIT2 TOR yeast
Cc1ccc(S(C)(=O)=O)cc1S(=O)(=O)Nc1cccc(Cl)c1 | 5 | 2 | 98 | 92 | 95 | 89 | 102 | 96
N#Cc1nc(-c2ccccc2F)oc1N1CCCCC1 | 3 | 2 | 100 | 89 | 97 | 106 | 99 | 104
O=C(C1CCCO1)N1CCN(C(=S)Nc2ccc(F)cc2)CC1 (stereo unspecified) | -17 | 5 | 102 | 98 | 98 | 90 | 96 | 102
CCOC(=O)N1CCN(C(=O)CSc2ncccn2)CC1 | 3 | 0 | 105 | 112 | 96 | 106 | 101 | 99
CSc1ccccc1NC(=O)CCn1c(=O)oc2ccccc21 | 1 | 3 | 98 | 90 | 91 | 76 | 107 | 110
COc1ccccc1NC(=O)COc1cc(C)nc(C(C)C)n1 | -10 | 0 | 100 | 110 | 104 | 98 | 99 | 101
Clc1cccc(Oc2ncc(CN3CCOCC3)s2)c1 | 4 | 1 | 103 | 85 | 98 | 97 | 97 | 99
Cc1nn(-c2ccccc2)c(NC(=O)c2cccs2)c(-c2ccccc2Cl)c1=O | 24 | 1 | 88 | 96 | 100 | 107 | 92 | 97
CCOc1ccc(C2c3cc(OC)c(OC)cc3CC(=O)N2c2ccccc2)cc1 (stereo unspecified) | 5 | 0 | 107 | 112 | 101 | 96 | 104 | 89
CC1CN(C(=O)COC(=O)COc2ccc(C#N)cc2)CC(C)O1 (stereo unspecified) | -9 | 0 | 91 | 99 | 99 | 98 | 89 | 88
Cc1ccc(N2C(=O)C3C4C=CC(C4)C3C2=O)cc1 (stereo unspecified) | 13 | 0 | 97 | 102 | 97 | 100 | 98 | 92
O=C1N[C@@H](Cc2ccccc2)COC(=O)[C@@H](Cc2ccc(F)cc2)C/C=C\C[C@@H]1CC(=O)N(CCO)Cc1ccccc1 | 3 | 3 | 90 | 89 | 90 | 86 | 96 | 83
O=C(CCNC(=O)c1ccccc1)Nc1ccc(Cl)c(S(=O)(=O)N2CCCCC2)c1 | 8 | 0 | 109 | 89 | 102 | 90 | 100 | 111
CCOc1ccccc1OCCn1ncc2ccc(OC)c(OC)c2c1=O | -1 | 0 | 105 | 105 | 103 | 104 | 101 | 104
O=C1NCCN(Cc2ccc(Cl)c(F)c2)C1CC(=O)N1CCCO1 (stereo unspecified) | 4 | 4 | 109 | 89 | 97 | 90 | 104 | 94
O=C(CN1CCCc2ccccc21)N/N=C/c1ccccc1O | -14 | 0 | 97 | 104 | 106 | 106 | 109 | 103
O=C1CC(c2ccccc2)CN1C(=O)c1cccnc1 (stereo unspecified) | -13 | 0 | 96 | 98 | 102 | 106 | 99 | 96
CC(=O)Nc1sc(N/N=C\c2ccccc2F)nc1-c1cccs1 | -4 | 1 | 99 | 92 | 94 | 98 | 104 | 96
O=S(=O)(c1cc(Br)ccc1Br)N1CCCCCC1 | 10 | 0 | 102 | 106 | 94 | 98 | 100 | 92
O=C(c1ccccc1)N1CCN(Cc2cccc(Oc3ccccc3)c2)CC1 | -2 | 0 | 100 | 79 | 92 | 93 | 99 | 101
CNC(=S)Nc1cccc(S(=O)(=O)NCc2ccco2)c1 | 9 | 3 | 96 | 89 | 95 | 87 | 98 | 103
COc1ccccc1C(=O)NCCC(=O)NCc1ccccn1 | 12 | 0 | 94 | 76 | 102 | 100 | 99 | 90
CNC(=O)CN(c1cccc(Br)c1)S(C)(=O)=O | 3 | 0 | 112 | 101 | 102 | 113 | 101 | 94
COc1cc2c(cc1OC)/C(=C/C(=O)c1ccc(OC)c([N+](=O)[O-])c1)NCC2 | 2 | 0 | 144 | 105 | 95 | 94 | 108 | 96
Cc1sc(-c2ccccn2)nc1OC(=O)c1ccc(Cl)cc1 | 2 | 0 | 99 | 101 | 98 | 89 | 98 | 105
Remaining list, next part:
SMILES | VLA-4 inh | GRK2 inh | MEP2 TOR yeast | CR mimetic SO | AGP1-GFP MLPCN | LAP4-GFP MLPCN | RPL19A-GFP yeast | CIT2 TOR yeast
Cc1nn(-c2ccccc2)c(C)c1/C=N/NC(=O)c1ccccc1NS(=O)(=O)c1cccs1 | 12 | 4 | 101 | 93 | 94 | 91 | 96 | 94
C=CCn1c(=O)c2ccccc2n2c(SCC(=O)Nc3sc(C(=O)N(CC)CC)c(C)c3C(=O)OCC)nnc12 | -146 | 1 | 107 | 101 | 103 | 92 | 107 | 106
O=C1c2ccccc2NC(c2ccc(-c3ccc(C(F)(F)F)cc3)o2)N1O (stereo unspecified) | 0 | 1 | 90 | 96 | 90 | 105 | 90 | 84
COc1cc(OC)cc(C(=O)NNC(=O)CCc2ccccc2)c1 | 12 | 2 | 87 | 109 | 87 | 82 | 94 | 86
C#CCOCCOCCOCCNc1nc(N2CCN(C(=O)[C@H](CCCCN)n3cc(CCCC)nn3)CC2)nc(N2CCN(C(=O)[C@H](CCCCN)n3cc(CCC(=O)O)nn3)CC2)n1 | 21 | 0 | 87 | 97 | 87 | 121 | 92 | 95
O=C1NC(c2ccccc2Br)=N/C1=C\c1ccco1 | 24 | 0 | 98 | 96 | 92 | 103 | 95 | 90
COc1ccc(CC(=O)Nc2cc(Cl)ccc2O)cc1 | -9 | 0 | 105 | 89 | 100 | 105 | 101 | nt
COc1ccccc1N1CCN(CC(=O)Nc2ccccc2C(=O)NC(C)c2ccccc2)CC1 (stereo unspecified) | 9 | 0 | 110 | 98 | 111 | 112 | 105 | 104
COc1ccc(CCNC(=O)c2ccc(CS(=O)(=O)c3ccc(Br)cc3)o2)cc1OC | 6 | 1 | 101 | 120 | 99 | 104 | 100 | 101
CCCCn1c(CNC(=O)c2cccs2)nc2ccccc21 | 1 | 0 | 104 | 86 | 100 | 107 | 95 | 110
CC(=O)c1cc(CN2CCN(CC=C(C)C)C(CCO)C2)cs1 (stereo unspecified) | 16 | 0 | 96 | 105 | 102 | 104 | 100 | 98
CCCNC(=O)CCc1cc(C(C)(C)C)c(O)c(C(C)(C)C)c1 | 6 | 1 | 107 | 93 | 95 | 91 | 106 | 101
c1ccc(Nc2ccnc(Nc3ccccc3)n2)cc1 | 2 | nt | 103 | 104 | 104 | 108 | 99 | 104
CC(=O)N(C)c1nc(N)n(-c2ccccc2)n1 | 0 | 0 | 105 | 94 | 106 | 98 | 105 | 102
CCn1c(-c2cccnc2)n[nH]c1=S | -1 | 0 | 98 | 108 | 93 | 99 | 91 | 94
COc1ccc(NC(=O)CN(c2ccc([N+](=O)[O-])cc2)S(=O)(=O)c2ccccc2)c(OC)c1 | -9 | 2 | 105 | 101 | 102 | 99 | 106 | 108
CCOC(=O)c1c(NC(=O)CSc2nnc(C)s2)sc2c1CCC(C)C2 (stereo unspecified) | 11 | 0 | 97 | 102 | 98 | 109 | 95 | 87
Cc1c(C(=O)Nc2ccc(Cl)cc2)c2ccccn2c1C(=O)c1ccccc1 | 5 | 4 | 109 | 105 | 109 | 102 | 104 | 109
Cc1ccccc1C(=O)Nc1cccc(-c2ccc(N3CCOCC3)nn2)c1 | 6 | 1 | 104 | 89 | 117 | 115 | 104 | 104
N#CC1=C(N)NC(SCC(=O)c2ccc(Cl)cc2)=C(C#N)C12CCCC2 | 0 | 0 | 104 | 88 | 104 | 102 | 97 | 102
Cc1cccc(CN2CCSCC2)c1 | 9 | 1 | 100 | 101 | 106 | 95 | 104 | 111
COc1ccc2c(c1)cc(C(=O)N[C@@H](Cc1ccccc1)C(=O)O)n2C | 6 | 0 | 467*[may fluoresce violet] | 123 | ? | 86[may fluoresce violet] | 18*[may fluoresce violet] | ?
NC(=O)c1ccc2nc(-c3ccccc3)c(-c3ccccc3)nc2c1 | 7 | 1 | 99 | 99 | 80 | 93 | 101 | 96
CN(C)c1ccc(C(=O)N=c2sccn2C)cc1[N+](=O)[O-] | -6 | 6 | 98 | 118 | 91 | 82 | 98 | 102
CCn1c(SCC(=O)Nc2ccc3c(c2)OCCO3)nnc1-c1ccncc1 | 4 | 2 | 99 | 121 | 105 | 107 | 104 | 106
(further entries)
SMILES | VLA-4 inh | GRK2 inh | MEP2 TOR yeast | CR mimetic SO | AGP1-GFP MLPCN | LAP4-GFP MLPCN | RPL19A-GFP yeast | CIT2 TOR yeast
CCOc1ccc(NC(=O)N2CCC(c3nc4ccccc4o3)CC2)cc1 | -1 | 0 | 105 | 96 | 82 | 101 | 100 | 68
O=C(Nc1nc2ccccc2[nH]1)c1ccccc1O | -13 | 0 | 105 | 103 | 100 | 94 | 103 | 103
Cc1cc(C)c(O)c(-c2cc(C(=O)Nc3ccc(S(=O)(=O)N4CCOCC4)cc3)[nH]n2)c1 | 25 | 3 | 98 | 93 | 98 | 113 | 99 | 100
Cc1cc(C)c2nc(N3CCC(C(=O)N4CCN(C(=O)c5ccco5)CC4)CC3)sc2c1 | -1 | 0 | 106 | 100 | nt | 107 | 94 | 94
COc1cccc(N2C(=O)CC(Nc3ccc(N4CCOCC4)cc3)C2=O)c1 (stereo unspecified) | -3 | 3 | 101 | 86 | 99 | 98 | 96 | 98
Cc1ccn2cc(CCNC(=O)C3CCCCC3)nc2c1 | -7 | 0 | 96 | 165 | 90 | 92 | 94 | 90
CC(C)OP(=O)(c1ccc(N(C)C)cc1)C(O)c1ccc(C(C)C)cc1 (stereo unspecified) | 9 | 1 | 103 | 100 | 103 | 102 | 96 | 97
CCN(CC(=O)Nc1cc(Cl)ccc1C)C(=O)CCS(=O)(=O)c1ccc(C)cc1 | -19 | 0 | 99 | 104 | 107 | 102 | 96 | 105
CCCN(c1ccc(OCC)cc1)S(=O)(=O)c1ccc2c(c1)NC(=O)CO2 | -11 | 0 | 104 | 104 | 107 | 91 | 105 | 116
Oc1ccc(-c2nnc(SCC3CCCCC3)o2)cc1 | 1 | 0 | 99 | 98 | 98 | 103 | 100 | 95
COc1ccc(NC(=O)c2cc([N+](=O)[O-])nn2Cc2ccccc2)c(C)c1 | 7 | 0 | 95 | 81 | 96 | 99 | 95 | 99
Cc1cc(C(=O)N/N=C/c2cccn2C)no1 | 3 | 0 | 101 | 95 | 101 | 105 | 102 | 101
Cc1ccc(S(=O)(=O)N2CCC(O)(c3cccnc3)CC2)cc1 | -1 | 1 | 94 | 112 | 105 | 95 | 100 | 97
O=C(Nc1ccncc1)c1c(F)cccc1F | 4 | 7 | 101 | 103 | 99 | 102 | 99 | 95
CC(C)C(=O)Nc1ccccc1C(=O)OCC(=O)c1ccc2c(c1)OCCO2 | 6 | 0 | 99 | 100 | 90 | 84 | 104 | 88
COc1cccc(N(CC(=O)N/N=C(\C)c2cccs2)S(C)(=O)=O)c1 | 9 | 0 | 97 | 99 | 92 | 87 | 100 | 99
O=C(COc1ccccc1)N1CCN(C(=O)c2cccc(F)c2)CC1 | 14 | 2 | 96 | 99 | 97 | 95 | 96 | 98
CC12CC(NC(=O)N1c1cccc(C(=O)N3CCCCC3)c1)c1ccccc1O2 (stereo unspecified) | 5 | 2 | 116 | 105 | 99 | 98 | 101 | 94
CN1CCN(C(=O)C2=C[C@H](c3ccc4c(c3)OCO4)C[C@H](OCCCCO)O2)CC1 | -2 | 3 | 94 | 102 | 90 | 108 | 100 | 107
O=c1c2ccccc2[nH]c(=S)n1CCCN1CCOCC1 | 8 | 2 | 120 | 82 | 102 | 103 | 102 | 99
CCCn1c(=O)c(C(=O)NNC(=O)c2ccccc2[N+](=O)[O-])c(O)c2ccccc21 | 7 | 0 | 94 | 97 | 103 | 97 | 101 | 101

Limited to AGP1-GFP MLPCN (2 entries from above):
Structure	AGP1-GFP MLPCN
O=C(COc1ccccc1)N1CCN(C(=O)c2cccc(F)c2)CC1	97
CC12CC(NC(=O)N1c1cccc(C(=O)N3CCCCC3)c1)c1ccccc1O2 (stereo unspecified)	99
